# Source: PubChem (Sanford-Burnham Center for Chemical Genomics)
# TIM10 inh – growth inhibitors of isogenic TIM10 control yeast, primary screen, counter-screen for tim10-1 yeast inhibitor project, luminescence, uHTS; hit rate 1.4% among 330,000; S. cerevisiae TIM10 strain growth, BacTiter-Glo luminescence, 24 h; inhibition, % at 10 µM;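 active means inhibition of 40% or more at the single tested concentration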;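 further: wild-type TIM10 isogenic control strain grown at permissive 25 °C; 0% = DMSO yeast wells and 100% = minimal medium wells without yeast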
# Mdm2-MdmX inh – inhibitors of human Mdm2-MdmX association, primary screen, cell-based, luminescence, split luciferase, SaOS-2, uHTS; Protein Mdm4 (Homo sapiens) + E3 ubiquitin-protein ligase Mdm2 (Homo sapiens), …; SaOS-2 split-luciferase Mdm2/MdmX complementation; inhibition, % at 8 µM; hit rate 3% among 330,000;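 active means inhibition of at least 50% at 8 µM in the primary screen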
# Target sequence (O15151 whole entry, looked up): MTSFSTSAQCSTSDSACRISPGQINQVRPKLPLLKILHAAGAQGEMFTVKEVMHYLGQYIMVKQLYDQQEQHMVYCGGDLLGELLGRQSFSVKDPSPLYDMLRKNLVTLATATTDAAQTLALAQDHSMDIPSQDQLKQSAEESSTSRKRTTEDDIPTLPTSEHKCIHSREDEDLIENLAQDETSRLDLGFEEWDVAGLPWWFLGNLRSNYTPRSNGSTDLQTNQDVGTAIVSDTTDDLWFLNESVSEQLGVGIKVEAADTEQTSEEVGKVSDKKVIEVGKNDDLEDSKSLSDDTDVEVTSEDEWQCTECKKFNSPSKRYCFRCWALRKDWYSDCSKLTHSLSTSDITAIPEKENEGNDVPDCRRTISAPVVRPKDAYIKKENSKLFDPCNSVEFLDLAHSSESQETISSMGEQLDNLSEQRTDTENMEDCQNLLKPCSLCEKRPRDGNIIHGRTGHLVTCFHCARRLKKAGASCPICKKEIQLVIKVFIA
# Target sequence (Q00987 whole entry, looked up): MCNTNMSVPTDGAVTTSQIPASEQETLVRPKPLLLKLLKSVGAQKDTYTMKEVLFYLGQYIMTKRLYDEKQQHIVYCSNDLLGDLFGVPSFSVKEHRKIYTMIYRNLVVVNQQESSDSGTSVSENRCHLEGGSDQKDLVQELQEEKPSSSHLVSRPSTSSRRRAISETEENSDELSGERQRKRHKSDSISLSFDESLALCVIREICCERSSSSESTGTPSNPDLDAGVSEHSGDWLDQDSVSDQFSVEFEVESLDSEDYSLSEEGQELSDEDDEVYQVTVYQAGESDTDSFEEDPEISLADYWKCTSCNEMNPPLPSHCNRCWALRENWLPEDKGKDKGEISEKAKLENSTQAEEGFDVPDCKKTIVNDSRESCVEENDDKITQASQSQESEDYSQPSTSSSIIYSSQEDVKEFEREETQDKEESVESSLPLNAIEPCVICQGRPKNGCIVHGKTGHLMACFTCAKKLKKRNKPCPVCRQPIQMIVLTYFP
# 697 NFkB inh – inhibitors of PMA/ionomycin-induced NF-kB reporter, 697 cells, primary screen, B-cell NF-kB inhibitor project, cell-based, luminescence, uHTS; 697 B-cell NF-kB luciferase reporter, 16 h; inhibition, % at 4 µM; hit rate 0.33% among 330,000; in the data active means inhibition above about 35%
# UPR XBP1 act – activators of adaptive XBP1 UPR arm, primary screen, cell-based, CHO-XBP1 luciferase reporter, luminescence, uHTS; IRE1-XBP1 UPR activation; percent of tunicamycin response, DMSO as zero; activation, % at 20 µM; hit rate 0.33% among 330,000; AID 463104, 2010;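 active means versus positive control, 20 µM dose yields 30% or more activation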;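 further: 100% = tunicamycin at 10 µg/mL and 0% = DMSO only wells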
#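 Material – CHO cell line with stable XBP1 luciferase reporter · Buffer or medium – F12 plus 10% FBS · Compound – single point, 20 µM final compound, 1% DMSO · Schedule – 16-18 h cell attachment at 37 °C, then 6 h compound exposure · Signal – Steady-Glo luminescence read · Benchmarks – high control tunicamycin 10 µg/mL final, low control DMSO vehicle only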
# tim23-1 inh – growth inhibitors of tim23-1 mutant yeast, primary screen, luminescence, uHTS | hit rate 1.3% among 330,000 | S. cerevisiae tim23-1 growth, BacTiter-Glo luminescence, 24 h | inhibition, % at 20 µM;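 active means growth inhibition of the mutant yeast at or above 50%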;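 further: temperature-sensitive mutant grown at 25 °C; plate controls were DMSO-treated mutant yeast for no effect and medium wells lacking yeast for full effect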
# tim10-1 inh – growth inhibitors of tim10-1 mutant yeast, primary screen, luminescence, uHTS | S. cerevisiae tim10-1 ts strain growth, BacTiter-Glo, 24 h | inhibition, % at 20 µM | hit rate 2.2% among 330,000 | AID 463190, 2010;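 active means inhibition of at least 40%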;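 further: mutant grown at 25 °C; 0% = DMSO wells with yeast and 100% = wells holding no yeast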
# Jurkat NFkB inh – inhibitors of induced NF-kB luciferase reporter, primary screen, TCR NF-kB activation inhibitor project, cell-based, luminescence, uHTS. Jurkat, PMA/ionomycin-induced NF-kB luciferase reporter. inhibition, % at 4 µM. hit rate 0.53% among 330,000. AID 435003, 2010; in the data active means inhibition above about 50%
# UPR CHOP act – activators of apoptotic CHOP UPR arm, primary screen, cell-based, CHO-CHOP luciferase reporter, luminescence, uHTS | UPR activation; percent of tunicamycin response over DMSO baseline | activation, % at 10 µM | hit rate 0.34% among 330,000 | AID 449763, 2010;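 active means at 10 µM dose, activation of 40% or more, normalized to positive control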;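 further: 100% = tunicamycin at 10 µg/mL and 0% = DMSO alone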
#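 Test system: CHO-CHOP cells, stable luciferase reporter of PERK-eIF2a-CHOP signalling | Quantity: 500 CHO-CHOP cells per well | Buffer or medium: F12 plus 10% serum | Compound dosing: 10 µM single point, 0.5% DMSO | Schedule: 6 h compound treatment, 37 °C | Signal: Luciferase luminescence | Control set: Tunicamycin high control, DMSO low control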
# * hit, by the source's call; . = no result given.
1. CC(C)C(NC(=O)c1ccccc1)c1nnc(SCC(=O)NC2CCCC2)n1C (centres undefined)
2. O=C(Cn1ccc(C(F)(F)F)n1)N/N=C/c1cccs1
3. CCc1ccc(N2CC(C)Cn3c2nc2c3c(=O)[nH]c(=O)n2C)cc1 (centres undefined)
4. CCOc1ccc(CN(C)C(=O)CN2C(=O)NC3(CCCc4ccccc43)C2=O)cc1 (centres undefined)
5. NS(=O)(=O)c1ccc(NC(=O)COC(=O)CCc2nc3ccccc3c(=O)[nH]2)cc1
entry no.	1	2	3	4	5
TIM10 inh	-10	7	15	13	6
Mdm2-MdmX inh	-39	16	37	-6	40
697 NFkB inh	5	9	18	4	6
UPR XBP1 act	3	3	-1	4	-3
tim23-1 inh	5	5	9	-1	2
tim10-1 inh	4	10	16	13	14
Jurkat NFkB inh	-6	16	32	7	-6
UPR CHOP act	0.0	-1.0	4.6	0.3	-1.7

6. Cc1ccc([N+](=O)[O-])c(C(=O)N/N=C/c2cccnc2)c1
7. O=C(Nc1nnc(SCc2ccccn2)s1)C1CC(=O)N(c2ccccc2)C1 (centres undefined)
8. CCOc1ccc(S(=O)(=O)Nc2ccc(F)cc2)c(C)c1C
9. Oc1cccc(C(=S)N2CCN(Cc3ccccc3)CC2)c1
10. C=C1CCC[C@]2(C)C[C@H]3OC(=O)C(CNC(C)CCCC(C)C)[C@H]3CC12 (some centres undefined)
entry no.	6	7	8	9	10
TIM10 inh	8	4	38	10	14
Mdm2-MdmX inh	-9	12	2	9	21
697 NFkB inh	26	5	-22	6	12
UPR XBP1 act	-3	-3	0	0	4
tim23-1 inh	7	7	43	11	-20
tim10-1 inh	-3	6	29	16	4
Jurkat NFkB inh	9	0	12	12	17
UPR CHOP act	1.1	0.9	-0.2	1.6	-0.1

11. C=CC[C@@H](CC(=O)NCCO)C(=O)N[C@@H](C)COC(=O)[C@@H](CC=C)Cc1ccc(F)cc1
12. O=C1CC(c2cccc(Cl)c2)Cc2nc(N3CCOCC3)ncc21 (centres undefined)
13. O=C(CSC1=NC(=O)C(Cc2ccccc2)C(=O)N1)Nc1ncccn1 (centres undefined)
14. COc1cc(/C=C/C(=O)N2CCCN(C(=O)/C=C/c3cc(OC)c(OC)c(OC)c3)CC2)cc(OC)c1OC
15. Cc1cc(C)nc(-n2ncc3c2CC(c2ccccc2C)CC3=O)n1 (centres undefined)
entry no.	11	12	13	14	15
TIM10 inh	-3	-9	-16	2	26
Mdm2-MdmX inh	-16	-15	5	19	5
697 NFkB inh	4	0	-10	-2	7
UPR XBP1 act	-1	-1	-1	-2	0
tim23-1 inh	6	20	-11	16	-11
tim10-1 inh	10	15	10	20	10
Jurkat NFkB inh	-2	9	2	-9	4
UPR CHOP act	0.1	-2.6	0.4	-1.0	1.2

16. CCOC(=O)CSc1nc2ccc(N3CCOCC3)cc2c(=O)n1Cc1ccc2c(c1)OCO2
17. O=C(O)c1cc(N/N=C/C=C/c2ccccc2[N+](=O)[O-])ccc1Cl
18. CCNC(=O)N1c2ccc(OCC)cc2C(C)=CC1(C)C
19. COc1ccc(C(=O)C2CCCCC2=O)cc1 (centres undefined)
20. CCN(C(=O)COC(=O)c1cnc(C)cn1)c1c(N)n(Cc2ccccc2)c(=O)[nH]c1=O
entry no.	16	17	18	19	20
TIM10 inh	30	4	4	-7	-7
Mdm2-MdmX inh	-8	-99	15	-1	6
697 NFkB inh	-62	-114	-17	15	4
UPR XBP1 act	5	2	-3	-1	-2
tim23-1 inh	18	-2	-12	8	-8
tim10-1 inh	33	14	9	14	-9
Jurkat NFkB inh	6	-35	-1	-10	-9
UPR CHOP act	0.0	3.3	-1.2	1.1	0.9

21. Cc1nn(C)c(C(=O)N/N=C/c2cccnc2)c1Br
22. COC(=O)c1ccc(CSCc2ccc(C#N)cc2)cc1
23. O=C(Cc1nnc(NC(=O)Nc2ccc(F)cc2)s1)Nc1ccccc1
24. Cc1cc(=O)n2nc(N3CCC(C(=O)NCc4ccc(Cl)cc4)CC3)sc2n1
25. CCOC(=O)C1CCCN(C(=S)Nc2cccc(Cl)c2C)C1 (centres undefined)
entry no.	21	22	23	24	25
TIM10 inh	3	2	-7	-4	28
Mdm2-MdmX inh	22	-18	10	15	7
697 NFkB inh	-25	-10	6	4	-17
UPR XBP1 act	-5	1	-2	-1	-1
tim23-1 inh	-11	5	-3	9	34
tim10-1 inh	-20	12	-3	23	31
Jurkat NFkB inh	-7	-3	-5	18	-2
UPR CHOP act	0.5	1.1	-1.5	0.0	0.0

26. Cc1ccc(S(=O)(=O)N2CC(C)N(C(=O)N3CCOCC3)C2)cc1 (centres undefined)
27. Cc1cc(C)cc(NC(=S)N2CCC(NC(=O)C3CCCCC3)CC2)c1
28. Cc1ccc(S(=O)(=O)N2CCOCC2)cc1C(=O)N1CCC(Cc2ccccc2)CC1
29. O=C(O)c1cc(Cl)ccc1OS(=O)(=O)c1ccc(Cl)s1
30. Nc1c(C(=O)Nc2cccc(F)c2)nnn1-c1cccc(C(F)(F)F)c1
entry no.	26	27	28	29	30
TIM10 inh	-19	2	5	2	0
Mdm2-MdmX inh	2	-30	-2	-13	-2
697 NFkB inh	14	-11	-9	10	-57
UPR XBP1 act	-2	2	-1	2	-1
tim23-1 inh	12	7	15	2	9
tim10-1 inh	2	-5	4	6	6
Jurkat NFkB inh	9	-27	-7	0	-53
UPR CHOP act	0.0	0.7	-0.6	-1.1	4.8

# Rewritten with tabs: 3 of the compounds above.
no.	canonical_smiles	TIM10 inh	Mdm2-MdmX inh	697 NFkB inh	UPR XBP1 act	tim23-1 inh	tim10-1 inh	Jurkat NFkB inh	UPR CHOP act
29	O=C(O)c1cc(Cl)ccc1OS(=O)(=O)c1ccc(Cl)s1	2	-13	10	2	2	6	0	-1.1
30	Nc1c(C(=O)Nc2cccc(F)c2)nnn1-c1cccc(C(F)(F)F)c1	0	-2	-57	-1	9	6	-53	4.8
1	CC(C)C(NC(=O)c1ccccc1)c1nnc(SCC(=O)NC2CCCC2)n1C (centres undefined)	-10	-39	5	3	5	4	-6	0.0

# Further entries
31. Cc1ccc(-c2cc(C(=O)N3CCN(C4CCS(=O)(=O)C4)CC3)c3ccccc3n2)cc1 (centres undefined)
32. CCOc1ccccc1CNC(=O)CCNS(=O)(=O)c1ccc2[nH]c(=O)oc2c1
33. CC(=O)CC(=O)Nc1ccc2ccccc2c1
34. CCCCN(C)C1=Nc2cccc3cccc1c23
35. CCN1C(=O)[C@@H]2[C@H](C1=O)[C@@H]1C(=O)Nc3ccccc3C(=O)N1[C@@H]2c1ccc(Br)cc1
entry no.	31	32	33	34	35
TIM10 inh	7	-1	6	6	3
Mdm2-MdmX inh	21	29	11	20	14
697 NFkB inh	-21	-5	-33	-9	22
UPR XBP1 act	-1	1	-4	-3	-1
tim23-1 inh	2	17	18	0	-7
tim10-1 inh	-11	12	23	4	-7
Jurkat NFkB inh	-15	11	-38	-14	13
UPR CHOP act	1.8	1.1	-1.1	-0.6	-3.1

36. COCCNC(=O)C1CCC(CNS(=O)(=O)c2ccccc2)CC1 (centres undefined)
37. CC(NC(=O)CCNC(=O)c1ccc(Br)cc1)c1ccc(-n2ccnc2)cc1 (centres undefined)
38. COc1ccc(Cc2nc(-c3ccccn3)no2)cc1
39. Cc1ccccc1Nc1ncccc1C(=O)N1CCOCC1
40. COc1ccccc1CNC(=O)COC(=O)CC1CC2CCC1C2 (centres undefined)
entry no.	36	37	38	39	40
TIM10 inh	0	-12	-12	-16	4
Mdm2-MdmX inh	-33	23	-14	-7	1
697 NFkB inh	23	1	-41	-1	17
UPR XBP1 act	3	2	4	-3	-3
tim23-1 inh	-8	-12	9	6	27
tim10-1 inh	-7	10	-3	10	7
Jurkat NFkB inh	-2	22	-48	5	3
UPR CHOP act	1.4	1.3	3.5	0.4	-1.2

41. CN(C)CCNC(=O)COc1ccc(Cl)cc1Cl
42. CN(C(=O)COC(=O)c1cccs1)c1c(N)n(Cc2ccccc2)c(=O)[nH]c1=O
43. COC(=O)CC(CP(=O)(O)CN(C)C=O)C(=O)OC (centres undefined)
44. CC(=O)N1CCC2(CC1)C/C(=N\NC(=S)Nc1ccc(C)cc1)c1cc(O)ccc1O2
45. Cc1ccc(C)c(NC(=O)CCN2C(=O)[C@@H]3Cc4ccccc4CN3C2=O)c1
entry no.	41	42	43	44	45
TIM10 inh	-4	-5	12	17	5
Mdm2-MdmX inh	29	-5	12	75*	-10
697 NFkB inh	13	10	-10	27	-8
UPR XBP1 act	-2	-2	-3	-5	-3
tim23-1 inh	-8	-3	12	24	24
tim10-1 inh	-10	-9	-4	14	20
Jurkat NFkB inh	0	19	-6	-10	12
UPR CHOP act	0.0	2.7	0.7	2.3	2.0

46. COC(=O)c1cc(=O)[nH]c(SCc2cccc(C)c2)n1
47. CC(C)CN(C(=O)COC(=O)C12CC3CC(CC(C3)C1)C2)c1c(N)n(Cc2ccccc2)c(=O)[nH]c1=O
48. CCN1C(=O)c2ccccc2S(=O)(=O)c2ccc(C(=O)NCC(OC)OC)cc21
49. CCn1nc(C)cc1C(=O)NC1CC(C)(C)Cc2c1cnn2-c1cccc(F)c1 (centres undefined)
50. CC(=O)Nc1nc(C)nc(C)c1C(C)=O
entry no.	46	47	48	49	50
TIM10 inh	-12	-1	6	16	-14
Mdm2-MdmX inh	5	61*	-24	-2	23
697 NFkB inh	-1	50*	3	4	-9
UPR XBP1 act	-5	-5	-5	-8	-3
tim23-1 inh	7	11	10	24	9
tim10-1 inh	9	12	-2	29	6
Jurkat NFkB inh	8	14	12	-9	-4
UPR CHOP act	-0.9	4.7	-0.8	0.2	-5.3

51. C[C@]12c3[nH]c4cc(-c5ccco5)ccc4c3CCN1C(=O)[C@@H](CC(=O)NCCc1ccccn1)C[C@@H]2C(=O)N1CCCCC1
52. Cn1c(SCC(=O)Nc2cccc(S(=O)(=O)NC3=NCCCCC3)c2)nnc1-c1ccncc1
53. CCOc1ccc(CCNC(=O)COC(=O)COc2ccc(Cl)cc2)cc1OCC
54. CCCOc1ccc(N2CC(C(=O)Nc3ncccc3C)CC2=O)cc1 (centres undefined)
55. C=CCSc1nnc(NC(=O)CSCc2c(C)noc2C)s1
entry no.	51	52	53	54	55
TIM10 inh	5	5	6	11	-5
Mdm2-MdmX inh	19	16	7	15	24
697 NFkB inh	-5	19	-8	3	-21
UPR XBP1 act	-2	0	-2	1	-1
tim23-1 inh	21	21	17	18	-2
tim10-1 inh	6	8	19	4	-9
Jurkat NFkB inh	.	2	-3	2	-4
UPR CHOP act	5.1	0.2	-1.1	-1.3	-0.8

56. Cc1ccc(C(=O)N/C(=C/c2ccco2)C(=O)NCC2CCCO2)cc1 (centres undefined)
57. O=C(N/N=C/c1ccccc1Cl)c1cccc(F)c1
58. NC(=O)C1CCN(C(=O)N2c3ccccc3Sc3ccccc32)CC1
59. CC1(C)OC2OC(C(=O)N/N=C/c3ccccc3F)C3OC(C)(C)OC3C2O1 (centres undefined)
60. CC(C)N(C(=O)[C@H]1C[C@H](CC(=O)NCCN2CCOCC2)C(=O)N2CCc3c([nH]c4cc(CCC(=O)N(C)C)ccc34)[C@]12C)C(C)C
entry no.	56	57	58	59	60
TIM10 inh	1	18	-8	19	-6
Mdm2-MdmX inh	-19	-61	14	15	0
697 NFkB inh	-19	-72	4	9	8
UPR XBP1 act	-1	-1	-3	0	0
tim23-1 inh	8	23	-6	10	35
tim10-1 inh	1	14	-19	-4	18
Jurkat NFkB inh	11	-60	-5	1	.
UPR CHOP act	0.9	6.2	-3.1	-0.3	3.4
